# KCNQ1 inh – blocks the human KCNQ1 potassium channel; B-score at 10 µM; CHO-K1 KCNQ1, FluxOR thallium flux fluorescence; hits give high values; AID 2642; P51787; actives 1.3% (n = 310,000);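 active means compounds whose thallium flux B-score, printed positive for inhibition, exceeds three library SD while starting fluorescence stays within three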;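 further: channel opened by potassium depolarization with thallium stimulus after 20 min compound exposure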
# KCNK3 inh – human KCNK3 channel inhibition, primary screen | O14649 | CHO-KCNK3 thallium flux, FluxOR fluorescence; hits give low values | B-score at 10 µM | actives 0.84% (n = 340,000) | AID 602410;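 active means B-score under library mean minus 4 SD, starting fluorescence ratio at most library mean plus 5 SD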;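 further: more negative B-score means stronger inhibition of thallium flux through KCNK3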
# DYRK1A inh – inhibitors of rat Dyrk1A kinase | actives 0.43% (n = 310,000) | ADP-Glo luminescence, NFATc1 peptide | Q63470 | inhibition, % at 12.5 µM | AID 504441; in the data active means inhibition above about 50%;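 further: plate controls were vehicle with enzyme for no effect and no enzyme for full effect; many of its hits are not listed in these tables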
# hERG rescue – hERG (human) protection from proarrhythmic block | CHO-hERG, FluxOR thallium flux, dofetilide IC70 present | activation (rescue from dofetilide block), less the hit threshold, % at 10 µM | actives 0.51% (n = 310,000) | Q12809;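 active means activation above the mean of controls blocked by dofetilide plus 5 SD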;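 further: thallium influx through hERG after potassium depolarization seen as dye fluorescence rise; in these data hits start at about 4.7%; inactives centre near -7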
# PolyA inh – blocks polyadenylation in yeast reporter cells; actives 0.02% (n = 300,000); AID 1875; calls only at 12 µM; S. cerevisiae SKY197-pL101 polyadenylation reporter, beta-gal luminescence; efflux-impaired pdr1/pdr3 knockout yeast; score 100 = 6 SD above DMSO;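 active means lowest replicate activity score at least 50, where 100 means six control SD above control mean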;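 further: yeast exposed to compound for 9 h at 30 °C; higher score means more reporter readthrough which indicates perturbed polyadenylation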
# GSK3beta inhib – inhibitors of human GSK3beta kinase. P49841. GST-GSK3beta kinase, ADP-Glo luminescence, 60 min; hits give low values. activity score (negative = inhibition), % at 10 µM. actives 0.038% (n = 300,000). AID 2097;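 active means more than half of replicate wells score below -50%, meaning over 50% inhibition versus plate controls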;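 further: 0% = median DMSO wells and -100% = median GW8510 positive control wells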
#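 Test system: GST-tagged human GSK3beta kinase, cell-free; evaluation: activity score scaled between in-plate DMSO and GW8510 controls; measured by: ADP-Glo luminescence; incubation: 60 min reaction, RT; benchmarks: DMSO and 20 µM GW8510; reagent: peptide substrate plus 25 µM ATP (final); medium: Tris/MgCl2 kinase buffer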
# RGS4 block – inhibitors of human RGS4. HEK293 M3R/RGS4 inducible, Fluo-4 calcium flux; hits give high values; triggered by carbachol at its EC20. B-score at 10 µM. actives 0.45% (n = 310,000). AID 463165;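 active means B-score, a plate-corrected calcium signal, over three deviations above library mean, with baseline fluorescence within five deviations of library mean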;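 further: RGS4 expression induced by doxycycline in cells with stable M3 receptor; B-score is computed from the integrated fluorescence ratio over baseline after carbachol; higher B-score means a larger calcium signal and so more RGS4 inhibition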
# Target sequence (P49798 whole entry, looked up): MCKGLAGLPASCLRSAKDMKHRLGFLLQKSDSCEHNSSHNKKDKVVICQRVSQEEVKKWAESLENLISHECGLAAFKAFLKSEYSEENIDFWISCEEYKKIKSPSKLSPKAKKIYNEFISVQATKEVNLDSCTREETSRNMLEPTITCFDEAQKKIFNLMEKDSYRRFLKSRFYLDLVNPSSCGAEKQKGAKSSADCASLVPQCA
# RGS4 act – RGS4 potentiation or activation. HEK293 M3R/inducible RGS4, carbachol calcium flux Fluo4; hits give low values. B-score at 10 µM. actives 0.92% (n = 310,000). AID 463111;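 active means B-score of the integrated calcium signal more than 4 SD below the library mean, with starting fluorescence not abnormally high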;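 further: negative B-score means reduced calcium response which marks RGS4 activation or potentiation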
#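 test system = HEK293 cells with stable M3R and inducible RGS4 | schedule = recording 10 s baseline at 1 Hz, 100 s post-agonist | technique = Fluo4-AM (2 µM) calcium-flux fluorescence, kinetic read | measure = Agonist-evoked peak-minus-minimum fluorescence over baseline, integrated ratio, B score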
# GSK3 alpha inh – human GSK-3 alpha kinase inhibition; P49840; ADP-Glo luminescence, 60 min; AID 2650; inhibition, % at 10 µM; actives 0.1% (n = 320,000);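 in the data active means inhibition above about 50%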;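 further: GST-tagged GSK-3 alpha with peptide substrate and 25 µM ATP; 0% = DMSO neutral wells and 100% = GW8510 positive control wells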
# Target sequence (P49840 whole entry, looked up): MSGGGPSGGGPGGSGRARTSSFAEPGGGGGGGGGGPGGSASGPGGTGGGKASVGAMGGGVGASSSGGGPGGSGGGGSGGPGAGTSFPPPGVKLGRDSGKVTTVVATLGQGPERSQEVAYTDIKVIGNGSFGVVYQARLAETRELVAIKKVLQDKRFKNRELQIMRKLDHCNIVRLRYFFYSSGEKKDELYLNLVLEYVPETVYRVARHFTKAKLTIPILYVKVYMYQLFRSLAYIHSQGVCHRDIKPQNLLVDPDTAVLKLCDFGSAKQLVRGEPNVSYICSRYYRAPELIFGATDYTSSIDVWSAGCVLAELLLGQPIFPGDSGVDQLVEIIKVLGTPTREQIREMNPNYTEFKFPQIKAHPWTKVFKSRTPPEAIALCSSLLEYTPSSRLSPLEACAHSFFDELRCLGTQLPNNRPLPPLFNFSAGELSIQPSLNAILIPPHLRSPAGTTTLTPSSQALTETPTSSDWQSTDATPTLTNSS
# KCNQ1 act – potentiates or activates the human KCNQ1 potassium channel | CHO-K1 KCNQ1, thallium flux FluxOR fluorescence; hits give high values | P51787 | B-score at 10 µM | actives 0.35% (n = 310,000);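 active means fluorescence ratio B-score, a plate-corrected score, at least three library SD, with initial intensity B-score within 5 SD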
#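 System: Stable KCNQ1 CHO-K1 line | Incubation: 90 min dye loading and 20 min compound exposure, both at room temperature | Measure: Ratio B score | Medium: Assay buffer for compound exposure, DMSO matched across wells | Compound dosing: Single-concentration screen | Probe or stimulus: K+/Tl+ depolarizing stimulus | Measured by: Kinetic FluxOR fluorescence, 10 s baseline plus 110 s post-stimulus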
# KCNK9 block – inhibitors of human KCNK9 two-pore domain potassium channel; B-score at 10 µM; HEK293 KCNK9, FluxOR thallium flux fluorescence; hits give low values; AID 488922; actives 1.2% (n = 310,000);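 active means ratio B-score over 3 SD below the library mean, with starting fluorescence within 5 SD of its mean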;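 further: negative B-score means less thallium flux so channel inhibition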
# Target sequence (Q9NPC2 whole entry, looked up, the tested form may be a part): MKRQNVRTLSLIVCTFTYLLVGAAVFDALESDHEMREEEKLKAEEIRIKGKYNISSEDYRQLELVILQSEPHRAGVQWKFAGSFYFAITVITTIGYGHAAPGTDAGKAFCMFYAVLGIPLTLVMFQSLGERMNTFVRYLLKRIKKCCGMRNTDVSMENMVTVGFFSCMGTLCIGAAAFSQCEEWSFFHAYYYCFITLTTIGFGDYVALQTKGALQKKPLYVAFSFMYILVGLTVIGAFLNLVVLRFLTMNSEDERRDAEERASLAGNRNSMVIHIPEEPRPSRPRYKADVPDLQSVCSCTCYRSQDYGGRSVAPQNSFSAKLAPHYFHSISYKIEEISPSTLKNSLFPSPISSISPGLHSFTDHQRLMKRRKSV
# * hit, by the source's call; i = inactive; · = not tested or not shown.
(1) COc1ccccc1/C=C(/C#N)C(=O)O
(2) Cc1ccccc1NC(=O)CSc1nc2ccccc2o1
(3) CCN(CC)C(=O)COc1ccc2c3c(c(=O)oc2c1C)CCCC3
(4) Cc1nc2ccccc2cc1C(=O)N/N=C/c1cccs1
(5) COc1ccc(NC(=O)c2[nH]c(C)c(C(C)=O)c2C)cc1S(=O)(=O)N1CCOCC1
(6) COc1cccc(/C=C2\SC(=S)N(CCC(=O)NCCc3ccc(O)cc3)C2=O)c1
(7) CC(NC(=O)CSc1ccccc1C(=O)O)C1CC2CCC1C2 (stereo not drawn)
(8) NS(=O)(=O)c1ccc(Nc2ccc([N+](=O)[O-])c3nonc23)cc1
Assay by compound,1,2,3,4,5,6,7,8
KCNQ1 inh,i,i,i,i,i,i,i,i
KCNK3 inh,i,i,i,i,i,i,i,i
DYRK1A inh,-16,-2,5,-2,0,-3,-1,-1
hERG rescue,-2,-5,1,-5,-2,-9,-14,-9
PolyA inh,i,i,i,i,i,i,i,i
GSK3beta inhib,3,-2,0,1,2,1,2,-12
RGS4 block,i,i,i,i,i,i,i,i
RGS4 act,i,i,i,i,i,i,i,i
GSK3 alpha inh,1,-4,-2,-1,-2,-5,-1,13
KCNQ1 act,i,i,i,i,i,i,i,i
KCNK9 block,i,i,i,i,i,i,i,i

(9) CC(=NCC1CCNCC1)C1=C(O)CC(C)(C)CC1=O
(10) CCc1nc2nc(C)c(NS(=O)(=O)c3cccs3)c(=O)n2[nH]1
(11) O=C(Cn1ncc2ccccc21)N1CCN(c2cccc(C(F)(F)F)c2)CC1
(12) O=C(N/N=C\c1ccccn1)C1c2ccccc2Oc2ccccc21
(13) Cc1cc(C)cc(N(C(C)C(=O)N2CCOCC2)S(C)(=O)=O)c1 (stereo not drawn)
(14) O=C(CC(c1ccccc1)(c1ccccc1)c1ccccc1)N[C@@H](Cc1ccccc1)C(=O)O
(15) COCCN(C(=O)COC(=O)c1cc(C)oc1C)c1c(N)n(Cc2ccccc2)c(=O)[nH]c1=O
(16) CC(Oc1cccc(Cl)c1)C(=O)N1CCCN(C)CC1 (stereo not drawn)
Assay by compound,9,10,11,12,13,14,15,16
KCNQ1 inh,i,i,i,i,i,i,i,i
KCNK3 inh,i,i,i,i,i,i,i,i
DYRK1A inh,9,-5,1,-5,-1,-8,1,0
hERG rescue,-3,-10,-4,-10,-8,-11,-12,-11
PolyA inh,i,i,i,i,i,i,i,i
GSK3beta inhib,1,0,1,-3,-1,6,1,2
RGS4 block,i,i,i,i,i,i,i,i
RGS4 act,i,i,i,i,i,i,i,i
GSK3 alpha inh,-2,5,0,0,1,-9,-1,-1
KCNQ1 act,i,i,i,i,i,i,i,i
KCNK9 block,i,i,i,i,i,i,i,i

(17) CC(C)NC(=O)CSc1nnc(COc2ccccc2Cl)o1
(18) CC(NC(=O)C1CCN(C(=O)[C@@H]2Cc3ccccc3CN2)CC1)c1ccccc1 (stereo partly drawn)
(19) Cc1ccc(Nc2ncccc2C(N)=O)cc1
(20) COc1ccc(-n2ncc(C(=O)NC3CC3)c2C2CCN(C(=O)OC(C)(C)C)CC2)cc1
(21) Cn1c(CCC(=O)Nc2ccc(F)cc2)nc2cc(S(=O)(=O)N3CCOCC3)ccc21
(22) O=C(N/N=C/c1ccc(Cl)cc1Cl)c1ccc2nc[nH]c2c1
(23) CCOc1ncccc1C(=O)OCC(=O)Nc1ccc(C)c(S(=O)(=O)N2CCOCC2)c1
(24) COc1ccccc1NC(=O)COc1cccc2c1CCNC2=O
Assay by compound,17,18,19,20,21,22,23,24
KCNQ1 inh,i,i,i,i,i,i,i,i
KCNK3 inh,i,i,i,i,i,i,i,i
DYRK1A inh,-1,-4,5,1,-2,3,-3,11
hERG rescue,-6,-5,-3,-11,-12,-6,-21,-12
PolyA inh,i,i,i,i,i,i,i,i
GSK3beta inhib,-4,1,1,-2,-3,4,1,3
RGS4 block,i,i,i,i,i,i,i,i
RGS4 act,i,i,i,i,i,i,i,i
GSK3 alpha inh,-3,4,-2,-1,-2,-1,-1,-3
KCNQ1 act,i,i,i,i,i,i,i,i
KCNK9 block,i,i,i,i,i,i,i,i

# In a second layout: six of the compounds above
nr	Compound	KCNQ1 inh	KCNK3 inh	DYRK1A inh	hERG rescue	PolyA inh	GSK3beta inhib	RGS4 block	RGS4 act	GSK3 alpha inh	KCNQ1 act	KCNK9 block
13	Cc1cc(C)cc(N(C(C)C(=O)N2CCOCC2)S(C)(=O)=O)c1 (stereo not drawn)	i	i	-1	-8	i	-1	i	i	1	i	i
14	O=C(CC(c1ccccc1)(c1ccccc1)c1ccccc1)N[C@@H](Cc1ccccc1)C(=O)O	i	i	-8	-11	i	6	i	i	-9	i	i
15	COCCN(C(=O)COC(=O)c1cc(C)oc1C)c1c(N)n(Cc2ccccc2)c(=O)[nH]c1=O	i	i	1	-12	i	1	i	i	-1	i	i
16	CC(Oc1cccc(Cl)c1)C(=O)N1CCCN(C)CC1 (stereo not drawn)	i	i	0	-11	i	2	i	i	-1	i	i
17	CC(C)NC(=O)CSc1nnc(COc2ccccc2Cl)o1	i	i	-1	-6	i	-4	i	i	-3	i	i
18	CC(NC(=O)C1CCN(C(=O)[C@@H]2Cc3ccccc3CN2)CC1)c1ccccc1 (stereo partly drawn)	i	i	-4	-5	i	1	i	i	4	i	i

# Continued:
(25) O=C(Nn1cnnc1)c1ccc(F)cc1
(26) CCn1nc(C(C)C(=O)O)c2ccccc2c1=O (stereo not drawn)
(27) CC(OC(=O)CCC(=O)c1cccs1)C(=O)Nc1ccc(Cl)cn1 (stereo not drawn)
(28) Cc1nonc1OCC(C)(COc1nonc1C)NC(=O)c1ccccc1
(29) COCCN(C(=O)COC(=O)CCc1ccccc1OC)c1c(N)n(Cc2ccccc2)c(=O)[nH]c1=O
(30) O=C(COC(=O)CNC(=O)c1ccc(Cl)cc1)Nc1ncc(C(F)(F)F)cc1Cl
(31) CC(=O)N1N=C2c3ccccc3CCC2C1c1cccs1 (stereo not drawn)
(32) CC(C(=O)N1CCOCC1)N1c2cccc3cccc(c23)S1(=O)=O (stereo not drawn)
Assay by compound,25,26,27,28,29,30,31,32
KCNQ1 inh,i,i,i,i,i,i,i,i
KCNK3 inh,i,i,i,i,i,i,i,i
DYRK1A inh,-3,14,5,-2,5,1,·,-2
hERG rescue,-2,-4,-12,-11,-10,-12,-12,-10
PolyA inh,i,i,i,i,i,i,i,i
GSK3beta inhib,7,0,-4,5,0,-2,0,1
RGS4 block,i,i,i,i,i,i,i,i
RGS4 act,i,i,i,i,i,i,i,i
GSK3 alpha inh,-2,-2,0,-1,-2,2,0,3
KCNQ1 act,i,i,i,i,i,i,i,i
KCNK9 block,i,i,i,i,i,i,i,i

(33) CN(C)c1cc2c(c(N(C)C)c1)C(=O)c1ccccc1C2=O
(34) CN(C(=O)c1cccs1)C1(C)CCS(=O)(=O)C1 (stereo not drawn)
(35) Brc1ccc(-c2cn3c(n2)CCc2ccc4cccnc4c2-3)cc1
(36) CCN1CCN(CCCNC(=O)CNC(=O)c2nn(-c3ccc(OC)cc3)c(=O)c3ccccc23)CC1
(37) C/C(CC(=O)Nc1ccc(Cl)c(C(F)(F)F)c1)=N\NC(=O)c1ccccc1O
(38) O=C(COc1ccccc1N1C(=O)c2ccccc2C1=O)c1ccc(Cl)cc1
(39) Cc1nc2ccc(NC(=O)Cc3ccccc3F)cc2s1
(40) COc1ccc(NC(=O)c2cccnc2N2CCCC2)cc1
Assay by compound,33,34,35,36,37,38,39,40
KCNQ1 inh,i,i,i,i,i,i,i,i
KCNK3 inh,i,i,i,i,i,i,i,i
DYRK1A inh,6,1,-2,0,-2,7,12,2
hERG rescue,-6,-8,-8,-6,-15,-5,-5,-8
PolyA inh,i,i,i,i,i,i,i,·
GSK3beta inhib,0,-1,2,-4,-1,4,4,4
RGS4 block,i,i,i,i,i,i,i,i
RGS4 act,i,i,i,i,i,i,i,i
GSK3 alpha inh,1,1,2,0,-1,-1,-1,1
KCNQ1 act,i,i,i,i,i,i,i,i
KCNK9 block,i,i,i,i,i,i,i,i

(41) CSCC[C@H](NC(=O)COc1cc2c(c3oc(=O)c(C)c(C)c13)CCC(C)(C)O2)C(=O)O
(42) COCCCNC(=S)NNC(=O)c1ccoc1C
(43) CC(=O)N1c2ccc(S(=O)(=O)N3CCC(C(=O)N4CCN(c5cc(Cl)ccc5C)CC4)CC3)cc2CC1C (stereo not drawn)
(44) COc1ccc(Cl)cc1NC(=O)CN(C)CC(=O)Nc1ccc(S(N)(=O)=O)cc1
(45) CC1CCCC(NC(=O)CSc2nnnn2C)C1C (stereo not drawn)
(46) CCSc1nnc(NC(=O)CSc2ncccn2)s1
(47) CC(C)C[C@@H](NC(=O)C1CCC(CNC(=O)[C@H](Cc2ccccc2)NC(=O)OC(C)(C)C)CC1)C(=O)O (stereo partly drawn)
(48) Cc1cc(C)c(S(=O)(=O)N2CCOC2CNC(=O)C(=O)NCCCN2CCCC2=O)c(C)c1 (stereo not drawn)
(49) CCN(CC)CCNC(=O)c1ccc(NC(=O)CC(NC(=O)c2ccccc2Cl)c2ccccc2)cc1 (stereo not drawn)
Assay by compound,41,42,43,44,45,46,47,48,49
KCNQ1 inh,i,i,6*,i,i,i,i,i,i
KCNK3 inh,i,i,-9.5*,i,i,i,i,i,i
DYRK1A inh,-2,·,-1,2,·,3,-1,·,-9
hERG rescue,-7,-4,-6,-13,-3,1,-4,-4,-10
PolyA inh,i,i,i,i,i,i,i,i,i
GSK3beta inhib,6,1,0,·,-2,-2,1,1,3
RGS4 block,i,i,i,i,i,i,i,i,i
RGS4 act,i,i,i,i,i,i,i,i,i
GSK3 alpha inh,-2,1,-3,0,-2,4,·,4,-6
KCNQ1 act,i,i,i,i,i,i,i,i,i
KCNK9 block,i,i,i,i,i,i,i,i,i

# Screening data deposited in PubChem BioAssay by several laboratories.

# Only part of the results is shown, so the mix of outcomes need not match the whole.
